Assay outcomes from PubChem BioAssay.
Tau filament bind = tau filament binding; P10636; Potency, µM (top dose mostly 57.1 µM), inactives show top-dose activity change, negative = inhibition; actives 2% (n = 71,000); recombinant tau filaments, thioflavin S fluorescence, 15 h; filaments grown with octadecylsulfate alongside compound;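 also: potency is read from the fitted curve at half-maximal effect; % is scaled to controls: 0 for no effect and ±100 for the full control effect; actives lower thioflavin S fluorescence by blocking filaments or displacing dye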
Target sequence (P10636 whole entry, looked up): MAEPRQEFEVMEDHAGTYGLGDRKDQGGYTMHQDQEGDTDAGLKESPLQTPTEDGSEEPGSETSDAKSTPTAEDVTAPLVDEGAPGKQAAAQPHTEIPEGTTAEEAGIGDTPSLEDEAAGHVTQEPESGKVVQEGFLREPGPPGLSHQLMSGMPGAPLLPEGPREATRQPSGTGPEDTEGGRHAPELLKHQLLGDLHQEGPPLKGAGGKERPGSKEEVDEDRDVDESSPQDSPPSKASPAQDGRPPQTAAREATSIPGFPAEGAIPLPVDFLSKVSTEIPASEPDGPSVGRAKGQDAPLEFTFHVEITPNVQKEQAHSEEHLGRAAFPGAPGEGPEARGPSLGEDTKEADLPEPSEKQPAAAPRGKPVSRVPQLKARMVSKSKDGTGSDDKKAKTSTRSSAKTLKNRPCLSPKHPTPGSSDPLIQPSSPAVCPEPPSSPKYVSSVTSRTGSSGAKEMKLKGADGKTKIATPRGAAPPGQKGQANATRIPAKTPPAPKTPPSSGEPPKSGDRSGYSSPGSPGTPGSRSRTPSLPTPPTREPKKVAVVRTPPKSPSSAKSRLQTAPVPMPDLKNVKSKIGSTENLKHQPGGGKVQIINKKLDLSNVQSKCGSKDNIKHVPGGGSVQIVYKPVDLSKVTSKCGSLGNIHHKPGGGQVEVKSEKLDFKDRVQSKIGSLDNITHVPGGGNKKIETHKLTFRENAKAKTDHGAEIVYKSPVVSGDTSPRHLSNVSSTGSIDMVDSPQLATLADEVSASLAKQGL
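Thioflavine S fluorescence (ex 450, em 510 nm) reports filaments formed from 1 uM human tau plus 30 uM ODS over 15 h at 37 C (10 mM HEPES pH 7.4, 100 mM NaCl, 5 mM DTT); compounds displacing dye or blocking filaments lower signal.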
HADH2 inhib = HADH2 (human) dehydrogenase inhibition; recombinant HADH2, NADH fluorescence, beta-hydroxybutyryl-CoA; Potency, µM (doses to about 57.1 µM), for the others: at the top dose activity change, negative = inhibition, actives largely listed as inhibitors; actives 3.4% (n = 73,000); also: potency is read from the fitted curve at half-maximal effect; % is scaled to controls: 0 for no effect and ±100 for the full control effect; nearly all actives have a fitted effect of over 60% in size; many of its hits are not listed in these tables
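E. coli-expressed His-tagged HADH2 tested at 20 nM in alkaline Tris buffer (pH 9.0); oxidation of 90 uM beta-hydroxybutyryl-CoA with 1 mM NAD+ tracked fluorimetrically for 4 min.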
15-hLO inh = 15-hLO (ALOX15) enzyme inhibition. AID 887. Potency, µM (highest dose often 57.1 µM), inactives show at the top dose activity change, negative = inhibition, most hits filed as inhibitors. P16050. actives 1.4% (n = 74,000). purified 15hLO-1, xylenol orange hydroperoxide absorbance; also: potency is read from the fitted curve at half-maximal effect; % is scaled to controls: 0 for no effect and ±100 for the full control effect; nearly all actives have a fitted effect of over 55% in size
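Purified human 15hLO-1 (40 nM final) in 25 mM Hepes pH 7.5, 0.01% Triton X-100 was preincubated with compound 15 min at room temperature, then reacted 6 min with 50 uM arachidonic acid; hydroperoxide detected by Fe-XO, 573/405 nm absorbance ratio.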
Pol III holo inh = inhibitors of bacterial DNA polymerase III holoenzyme; reconstituted DNA polymerase III holoenzyme replication, biochemical; Potency, µM (top dose mostly 57.1 µM), without a hit: at the top dose activity change, negative = inhibition; actives 0.25% (n = 71,000); also: potency is read from the fitted curve at half-maximal effect; % is scaled to controls: 0 for no effect and ±100 for the full control effect
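Reconstituted *E. coli* holoenzyme (0.35 nM Pol III, 1 nM beta, 154 nM SSB, 2 nM primase) was preincubated with compound for 15 min at RT. Synthesis on 1.4 nM ssM13Gori ran 35 min, then was stopped with PicoGreen/EDTA and read as dsDNA fluorescence.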
Caspase-7 inhib = allosteric or competitive inhibitors of human caspase-7; recombinant caspase-7, Ac-DEVD-AFC fluorescence rate; Potency, µM (series often up to 57.5 µM), for the others: top-dose activity change, negative = inhibition, hits mostly inhibitors; actives 0.02% (n = 75,000); active = well fitted inhibition curve with a large enough effect in the main read-out, with a control signal flat, not every such curve was filed as active; inconclusive = small, poorly fitted or top-dose-only effect, or a change in a side signal; also: potency is read from the fitted curve at half-maximal effect; % of control where 0% means no effect
Casp1 inh = blocks human caspase-1 allosterically or competitively; actives 0.03% (n = 75,000); Caspase-1 enzyme, Ac-WEHD-AFC fluorogenic rate; P29466; AID 900; Potency, µM (top dose mostly 57.5 µM), without a hit: at the highest dose activity change, negative = inhibition, hits mostly inhibitors;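 also: potency is read from the fitted curve at half-maximal effect; plate controls were vehicle for no effect and no substrate for full effect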
Target sequence (P29466 120-297 limits assumed): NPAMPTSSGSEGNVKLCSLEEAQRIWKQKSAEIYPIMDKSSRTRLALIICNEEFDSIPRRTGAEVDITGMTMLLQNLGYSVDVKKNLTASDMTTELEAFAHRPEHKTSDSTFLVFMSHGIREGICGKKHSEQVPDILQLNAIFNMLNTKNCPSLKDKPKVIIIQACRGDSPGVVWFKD
Target sequence (P29466 317-404 limits assumed): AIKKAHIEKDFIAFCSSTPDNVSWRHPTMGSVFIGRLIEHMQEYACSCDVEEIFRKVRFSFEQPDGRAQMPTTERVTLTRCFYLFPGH
USP2a inh = USP2a (human) protease inhibition; O75604; USP2a enzymatic assay, qHTS inhibition; Potency, µM (series often up to 38.3 µM), for inactives: top-dose activity change, negative = inhibition, usual class: inhibitors; actives 0.1% (n = 60,000);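 also: potency is read from the fitted curve at half-maximal effect; nearly all actives have a fitted effect of over 60% in size; plate controls were DMSO for no effect and NEM full inhibition control for full effect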
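Inhibition is measured in a cell-free coupled assay with 20 nM USP2 core, 20 nM Ub-PLA2 and 20 uM NBD C6-HPC, 2.5 h incubation. Activity normalized to NEM control.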
BRCT inh green = BRCA1 BRCT-phosphoprotein interaction inhibition | P38398 | Potency, µM (doses to about 76.9 µM), for inactives: at the top dose activity change, negative = inhibition, hits mostly inhibitors | actives 0.05% (n = 75,000) | BRCA1 BRCT-phosphopeptide binding, green fluorescence polarization;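 also: potency is read from the fitted curve at half-maximal effect; plate controls were peptide without protein for full effect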
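Compounds were incubated for 12 min at room temperature with a complex of 100 nM fluorescein-tagged pBACH1 decapeptide and 250 nM His-tagged BRCT protein. Buffer was phosphate pH 7.3 with EDTA, DTT and Tween 20. Disruption of binding lowers the polarization signal.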
BRCT PPI red = disrupts BRCA1 BRCT binding to phosphoprotein, red fluorophore readout; P38398; BRCT-phosphopeptide binding, red fluorescence polarization; Potency, µM (series often up to 76.9 µM), for inactives: at the top dose activity change, negative = inhibition, usual class: inhibitors; actives 0.03% (n = 75,000); also: % is scaled to controls: 0 for no effect and ±100 for the full control effect
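Rhodamine-labelled pBACH1 10-mer (100 nM) bound to BRCT domain (100 nM) at pH 7.3; compounds incubated 12 min room temperature, polarization read. Free peptide defines full inhibition; unlabelled decapeptide titrated as control.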
Rhodamine fluor = compound fluoresces in the rhodamine spectral region. Rhodamine-region fluorescence, 547/598 nm, Tris buffer; stronger effect = higher value. max dye-equivalent concentration, M. actives 0.05% (n = 59,000). AID 594; in the data active = max dye-equivalent concentration above about 11 nM; inconclusive = between about 1.1 nM and that limit
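Intrinsic compound fluorescence, ex 547 / em 598 nm, CCD imager. Tris 100 mM pH 8.0; 15 min RT. Output = rhodamine dye-equivalent concentration at each compound concentration.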
HEK293 cAMP cs = raises cAMP in parental HEK293 cells, TSHR agonist counter-screen. actives 2.5% (n = 73,000). parental HEK293 CNG cAMP sensor, membrane potential fluorescence. Potency, µM (series often up to 57.1 µM), inactives show top-dose activation, most hits filed as activators; also: potency is read from the fitted curve at half-maximal effect; % of control where 0% means no effect; nearly all actives have a fitted effect of over 55% in size
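Parental HEK 293 cells stably expressing a cAMP-gated CNG channel were loaded with membrane potential dye containing 100 uM RO 20-1724 for 60 min. Compound added for 30 min; depolarization read as fluorescence intensity at 590 nm.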
An asterisk follows results filed as active; i = inactive; ? = inconclusive; nt = not tested or not shown; [ ] = another dose, or the depositor's remark. Unless noted, calls follow the shape of the dose curve; as a rule, active = well fitted curve in the direction sought with a large enough effect; inconclusive = small, poorly fitted or top-dose-only effect, or another doubt; inactive = no such curve, though single readings can be large; an effect the other way counts as inactive or inconclusive. A portion of the library; count on the stated rates, not on these rows.

entry | SMILES | Pol III holo inh | HEK293 cAMP cs | 15-hLO inh | Caspase-7 inhib | USP2a inh | Tau filament bind | Rhodamine fluor | BRCT inh green | Casp1 inh | BRCT PPI red | HADH2 inhib
1 | COc1ccc(C2CC(C(F)(F)F)n3nc(C(=O)NCc4c(C)nn(C)c4C)c(Cl)c3N2)cc1 (stereo not drawn) | -6% | 1% | 10% | -3% | nt | 4% | i | -1.8% | -1% | -1.3% | -3%
2 | CCCN(CCC)CCCNC(=O)CC(C(=O)N1CCc2ccccc21)n1ccnc1 (stereo not drawn) | 0% | 4% | 12% | 2% | 1% | -6% | i | -2.7% | -2% | 0.1% | 5%
3 | O=C(NCc1ccncc1)c1c(F)c(F)c(F)c(F)c1F | 2% | 8% | 5% | -4% | -1% | 4% | i | -1.0% | 1% | 0.6% | 11%
4 | COC(=O)c1ccc(CSc2nnc3c(Cl)cc(Cl)cn23)o1 | -5% | 3% | 2% | 0% | -9% | 11% | i | -2.0% | -2% | 0.5% | 0%
5 | CCN(CC)CCN=CC1=C(O)CNC1=O | 4% | 5% | -27% | -1% | 3% | 13% | i | -5.8% | -2% | 0.7% | -3%
6 | CCCCCCCCCCCCCCC1CO1 (stereo not drawn) | -11% | 22% | -1% | -1% | nt | 6% | nt | -0.3% | -3% | -2.8% | -2%
7 | O=C(O)c1cccc(C(=O)O)n1 | 0% | 4% | 37%[activator] | 0% | -2% | -2% | i | 2.2% | 1% | -0.7% | 2%
8 | COCCn1c(SCC(=O)N2CCCCC2)nc2cccnc21 | 7% | 9% | 9% | -2% | nt | -5% | i | -1.6% | 0% | -0.6% | -10%
9 | CCc1ccccc1N(CC)C(=O)CCc1nc(-c2ccc(C)cc2)no1 | -2% | ? | -21% | -3% | -15% | 1% | i | -1.3% | -1% | -2.1% | -5%
10 | CN1C(=O)N(C)C2CC1N(C)C(=O)N2C | -4% | 1% | 4% | 0% | -5% | 8% | i | -0.8% | 2% | -0.6% | -2%
11 | COc1ccc(CNC(=O)CN(CC2CCCO2)C(=O)CNS(=O)(=O)c2ccc(C)cc2)cc1 (stereo not drawn) | -4% | 8% | 9% | 4% | 17% | -7% | i | -3.1% | -1% | -0.9% | 0%
12 | CCCn1c(N2CCN(CC(=O)c3c[nH]c4ccccc34)CC2)nc2c1c(=O)[nH]c(=O)n2C | -3% | -3% | -13% | -1% | 36%[activator] | -4% | i | 1.9% | -6% | -0.1% | -5%
13 | CCC(=O)N1CCc2cc(S(=O)(=O)NC(C(=O)NCc3ccccc3)C(C)C)ccc21 (stereo not drawn) | 2% | -1% | 15% | 3% | 9% | 9% | i | -2.0% | -2% | 0.5% | 11%
14 | COC(=O)c1ccc(NC(=O)CNC(=O)C2CCCCC2)c(C)c1 | -1% | 2% | 8% | -1% | -4% | -2% | i | 1.0% | 0% | 0.6% | 7%
15 | Cc1nn2c3c(cnc2c1-c1ccccc1)C(=O)CCC3 | -3% | 14% | -10% | -2% | 4% | -5% | i | -4.1% | -4% | 0.5% | -8%
16 | Oc1[nH]c2ccccc2c1/C=N/c1nccs1 | -8% | -1% | 2% | -6% | -5% | 13µM* | i | 4.9% | -5% | 0.5% | -12%
17 | COc1cc(OC)c(C2C(C(=O)Nc3ccc(C)cc3C)=C(C)Nc3ncnn32)cc1OC (stereo not drawn) | 1% | 1% | -3% | -2% | 6% | -4% | i | -0.9% | 0% | 1.0% | -3%
18 | CCOC(=O)c1ccc(NS(=O)(=O)c2cnc[nH]2)cc1 | 0% | 11% | 2% | 1% | 4% | 9% | i | -1.8% | 1% | 0.2% | -14%
19 | CCOc1ccc(CCNc2nc3c(c(=O)n(C)c(=O)n3C)n2CC)cc1OCC | -4% | 18% | 2% | -1% | 0% | 7% | i | -0.9% | 3% | 2.9% | 0%
20 | COc1ccc(NC(=O)N2CCCC2)cc1OC | 2% | -1% | 9% | 1% | 5% | 4% | i | -0.4% | -1% | -2.3% | -6%
21 | CCOC(=O)c1c(C)nc2ncccn12 | -3% | -5% | -3% | 1% | 1% | 6% | i | -1.0% | 2% | -1.3% | 20µM*
22 | COC(=O)[C@@H]1C[C@H]1[C@@H](NS(=O)(=O)c1ccccc1)c1ccccc1 | 9% | 10% | nt | 1% | nt | 4% | nt | 0.2% | 1% | 0.6% | 19%
23 | CCc1cccc(NC(=O)c2snc3c(=O)[nH]cnc23)c1 | -14% | -6% | 5% | 0% | 2% | -16% | i | -3.2% | -4% | 1.2% | 13%
24 | CNCCOCC(O)CSc1ccccc1 (stereo not drawn) | -1% | 5% | 10% | 2% | -6% | -12% | nt | -0.4% | -2% | -1.0% | -7%
25 | O=C(Nc1nnc(SCc2ccc(F)cc2)s1)c1ccco1 | -5% | 12% | 6% | -5% | 0% | -1% | i | -0.8% | 2% | -0.7% | -22%
26 | CCN(CC)S(=O)(=O)c1csc(C(=O)Nc2ccccn2)c1 | -3% | 9% | 3% | 2% | nt | -8% | i | -1.3% | -1% | 0.6% | 0%
27 | CC(=O)OC1CSc2nc3ccccc3n2C1 (stereo not drawn) | -4% | -3% | 5% | 2% | nt | -6% | i | 2.0% | 0% | 0.4% | 9%
28 | Cc1ccccc1OCCCN1C(=O)C(=O)c2cccc(C)c21 | 4% | ? | ? | -7% | nt | -10% | nt | 1.1% | -5% | -0.1% | -22%
29 | CC1(C)CC(=O)C2=C(C1)OC(N)=C(C#N)C21CCC2(CC1)OCCO2 | 0% | 5% | -4% | -4% | -5% | 17% | i | -0.8% | -4% | 0.2% | 0%
30 | COc1cc(C2N=C(c3ccccc3)NO2)cc(Br)c1O (stereo not drawn) | -7% | 4% | -19% | -3% | -2% | 5% | i | -3.0% | -2% | 1.4% | -11%
31 | O=C(NC1CCCCCCC1)C1CCC(CNc2c(N3CCCC3)c(=O)c2=O)CC1 (stereo not drawn) | -5% | 4% | -18% | 1% | nt | 30% | nt | -3.8% | 1% | -2.2% | 1%
32 | O=C1NCCNC1(c1c[nH]c2ccccc12)C(F)(F)F (stereo not drawn) | 1% | 12% | -2% | 1% | nt | -6% | nt | -0.2% | -3% | -0.4% | -2%
33 | O=C(NCCCN1CCCCC1)C1CCC(=O)N1CCc1ccccc1 (stereo not drawn) | 0% | ? | -2% | 1% | 7% | -7% | i | -2.4% | 2% | 0.9% | 1%
34 | CCOc1ccc(C(=O)N(CN2CCCC2=O)c2ccccc2)cc1 | 4% | 23% | 7% | 0% | 15% | -6% | i | 2.1% | -2% | -1.1% | -6%
35 | COCCn1c(=O)c(C)nc2cnc(Oc3ccccc3)nc21 | -3% | 19% | 0% | -4% | 51%[activator] | -1% | i | 1.3% | -3% | 0.3% | 0%
36 | FC(F)(F)c1ccccc1-c1ccc2ncnc(NC3CCNCC3)c2c1 | -3% | 10% | 0% | 0% | -18% | 6% | i | 1.1% | -3% | 0.0% | 9%
37 | N#Cc1cnc(SCCc2ccccc2)nc1N | -5% | 6% | 12% | -1% | nt | -7% | i | 7.4% | -6% | 0.9% | -5%
38 | Cc1ccc(NC(=O)C2(N(CC(C)C)C(=O)Cn3nnnc3N)CCCCC2)cc1 | -4% | 12% | 3% | 0% | 15% | -8% | i | -1.9% | 0% | -1.2% | 6%
39 | COc1ccc(-n2c(=O)c(-c3ccccc3)nc3cncnc32)cc1 | -1% | 11% | 2% | -7% | 134%[activator] | -17% | i | 0.1% | -2% | -0.2% | 2%

6 records picked at random from the list so far, as already listed:
entry | SMILES | Pol III holo inh | HEK293 cAMP cs | 15-hLO inh | Caspase-7 inhib | USP2a inh | Tau filament bind | Rhodamine fluor | BRCT inh green | Casp1 inh | BRCT PPI red | HADH2 inhib
34 | CCOc1ccc(C(=O)N(CN2CCCC2=O)c2ccccc2)cc1 | 4% | 23% | 7% | 0% | 15% | -6% | i | 2.1% | -2% | -1.1% | -6%
36 | FC(F)(F)c1ccccc1-c1ccc2ncnc(NC3CCNCC3)c2c1 | -3% | 10% | 0% | 0% | -18% | 6% | i | 1.1% | -3% | 0.0% | 9%
39 | COc1ccc(-n2c(=O)c(-c3ccccc3)nc3cncnc32)cc1 | -1% | 11% | 2% | -7% | 134%[activator] | -17% | i | 0.1% | -2% | -0.2% | 2%
35 | COCCn1c(=O)c(C)nc2cnc(Oc3ccccc3)nc21 | -3% | 19% | 0% | -4% | 51%[activator] | -1% | i | 1.3% | -3% | 0.3% | 0%
37 | N#Cc1cnc(SCCc2ccccc2)nc1N | -5% | 6% | 12% | -1% | nt | -7% | i | 7.4% | -6% | 0.9% | -5%
38 | Cc1ccc(NC(=O)C2(N(CC(C)C)C(=O)Cn3nnnc3N)CCCCC2)cc1 | -4% | 12% | 3% | 0% | 15% | -8% | i | -1.9% | 0% | -1.2% | 6%
